# High-throughput results deposited in PubChem by The Scripps Research Institute Molecular Screening Center.
# PLC-gamma1 inh – blocks human PLC-gamma1 enzyme activity; purified PLC-gamma1, fluorogenic substrate, fluorescence; P19174; inhibition, % at 12.2 µM; AID 720700; 370,000 tested, 0.84% active; in the data active means inhibition above about 9.5%
# ADAM10 inh – inhibitors of human ADAM10. recombinant ADAM10, EDANS/DABCYL FRET peptide cleavage, 3 h. inhibition, % at 7 µM. 370,000 tested, 0.62% active;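 active means inhibition above a per-campaign cutoff equal to the mean of compounds falling between control-based bounds plus 3 SD, cut at about 20% in these data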;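 further: 0% = DMSO wells while the 100% control is not disclosed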
# Target sequence (O14672 214-748 limits assumed): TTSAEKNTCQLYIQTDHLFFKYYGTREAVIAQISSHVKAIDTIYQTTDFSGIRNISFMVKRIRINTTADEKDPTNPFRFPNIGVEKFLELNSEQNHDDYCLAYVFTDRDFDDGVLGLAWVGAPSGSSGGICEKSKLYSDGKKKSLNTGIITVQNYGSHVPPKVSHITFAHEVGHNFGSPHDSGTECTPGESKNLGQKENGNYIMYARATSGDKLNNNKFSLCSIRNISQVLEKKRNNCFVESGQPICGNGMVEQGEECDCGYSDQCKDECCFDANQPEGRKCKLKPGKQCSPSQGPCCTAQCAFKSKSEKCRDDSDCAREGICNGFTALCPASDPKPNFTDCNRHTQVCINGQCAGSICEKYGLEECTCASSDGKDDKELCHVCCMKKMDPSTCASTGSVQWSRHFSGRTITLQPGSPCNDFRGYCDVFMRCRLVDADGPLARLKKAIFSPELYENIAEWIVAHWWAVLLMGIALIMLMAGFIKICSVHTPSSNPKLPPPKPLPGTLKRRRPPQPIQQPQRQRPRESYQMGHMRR
# GAA850 FXN act – frataxin GAA850 promoter activation. 360,000 tested, 0.56% active. activation, % at 6 µM. HEK293 lucGAA850 FXN promoter luciferase reporter, 24 h; percent of 10 µM SAHA response;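 active means activation above the average of all compounds screened plus 3 SD, cutoff fixed separately per campaign, cut at about 7.5% in these data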;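 further: 0% = DMSO wells and 100% = 10 µM SAHA wells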
# DAX1 inh-1 – NR0B1 (DAX1) inhibition | AID 504766 | inhibition, % at 6.75 µM | HEK293 Gal4-DAX1 luciferase reporter, luminescence | 340,000 tested, 0.99% active | P51843;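 active means inhibition above the mean over all tested compounds plus 3 SD, cut at about 4.2% in these data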;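 further: 0% = DAX1-transfected cells with DMSO and 100% = empty-vector control cells with DMSO; inhibition shows as a rise in luminescence from relieved DAX1 repression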
# DAX1 inh-2 – DAX1 (NR0B1) inhibition, primary screen; AID 652010; HEK293T StAR-luciferase reporter, SF-1/DAX-1 repression relief; 370,000 tested, 1.1% active; inhibition, % at 6.8 µM;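 active means inhibition above the mean over all tested compounds plus 3 SD, cut at about 3.6% in these data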;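 further: 0% = DAX-1 cells with DMSO and 100% = cells lacking DAX-1 with DMSO; higher inhibition means more luminescence from relief of DAX-1 repression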
# ssDAF12 agonist – S. stercoralis DAF-12 activation, primary screen | HEK293 ssDAF-12/GRIP1 lit1-tk-luc reporter, luminescence; % of 3 µM dafachronic acid response | activation, % at 6.8 µM | 370,000 tested, 1% active | AID 652126;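 active means activation above the mean over all tested compounds plus 3 SD, cut at about 0.9% in these data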;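 further: 0% = DMSO-only wells and 100% = 3 µM delta7-dafachronic acid wells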
# ADAM17 inh – inhibits human ADAM17 | P78536 | recombinant ADAM17, EDANS/DABCYL FRET peptide cleavage | inhibition, % at 6.95 µM | 370,000 tested, 0.83% active;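 active means inhibition above the mean of compounds lying between control limits plus 3 SD, set per campaign, cut at about 8.5% in these data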;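 further: 0% = DMSO-only wells as the low control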
# HGIII-sPLA2 inh – Inhibits HGIII-sPLA2 liposome hydrolysis, primary screen; Q9NZ20; QFRET BODIPY PC-A2 liposome hydrolysis, fluorescence; inhibition, % at 12.2 µM; 370,000 tested, 0.56% active; AID 743126;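 active means inhibition above mean plus 3 SD of compounds lying within the high and low control bounds, cut at about 19% in these data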;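 further: 0% = median of test compound wells and 100% = no enzyme DMSO wells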
# Target sequence (Q9NZ20 whole entry, looked up): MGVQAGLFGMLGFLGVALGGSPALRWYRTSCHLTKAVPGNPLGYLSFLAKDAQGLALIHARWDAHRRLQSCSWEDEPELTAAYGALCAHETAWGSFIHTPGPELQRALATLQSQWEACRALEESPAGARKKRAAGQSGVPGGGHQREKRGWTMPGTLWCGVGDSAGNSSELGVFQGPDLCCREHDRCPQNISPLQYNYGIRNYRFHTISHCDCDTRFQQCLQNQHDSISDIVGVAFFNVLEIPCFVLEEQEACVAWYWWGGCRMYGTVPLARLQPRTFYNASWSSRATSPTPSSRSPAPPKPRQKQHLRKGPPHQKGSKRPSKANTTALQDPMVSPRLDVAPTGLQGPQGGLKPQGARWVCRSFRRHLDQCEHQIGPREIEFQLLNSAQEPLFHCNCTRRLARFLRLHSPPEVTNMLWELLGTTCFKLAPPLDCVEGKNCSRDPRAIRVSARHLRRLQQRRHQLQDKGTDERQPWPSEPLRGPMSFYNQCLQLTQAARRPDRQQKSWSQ
# PLC-beta3 inh – PLC-beta3 (human) inhibition, primary screen | Purified PLC-beta3, fluorogenic substrate, fluorescence | inhibition, % at 12.2 µM | 370,000 tested, 0.18% active; in the data active means inhibition above about 11%;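 further: 0% = median of compound wells on plate and 100% = full blocker control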
# hgDAF-12 ag – agonists of H. glycines DAF-12 nuclear receptor. HEK293 GAL4-hgDAF12 UAS-luciferase reporter, agonist luminescence; normalized to butyrate control. 370,000 tested, 1.8% active. activation, % at 6.8 µM;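 active means activation above a cutoff set at the mean of all screened compounds plus 3 SD, cut at about 10% in these data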;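 further: 0% = DMSO wells and 100% = sodium butyrate wells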
# hcDAF-12 act – H. contortus DAF-12 activation, primary screen; HEK293 hcDAF-12 lit1-tk-luc reporter, luminescence; 0% DMSO, 100% Δ7-dafachronic acid; activation, % at 6.8 µM; 370,000 tested, 1.4% active; AID 652067;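 active means activation above the mean of all tested compounds plus 3 SD, cut at about 5.5% in these data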;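 further: 100% = response to 3 µM Δ7-dafachronic acid high control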
# Active calls of the source: *; i = inactive; . = not tested or not shown. Rows were taken by chance. About 6.9% of those tested had a hit in this group.
# Results follow in this order: PLC-gamma1 inh	ADAM10 inh	GAA850 FXN act	DAX1 inh-1	DAX1 inh-2	ssDAF12 agonist	ADAM17 inh	HGIII-sPLA2 inh	PLC-beta3 inh	hgDAF-12 ag	hcDAF-12 act
> Cc1cc(NCCCn2ccnc2)n2c(nc3ccccc32)c1C#N
    -336	i	0.7	0.4	-0.6	-1.2	-192	2	-352	-1.4	-0.1
> COc1ccc(N2C(=O)C3CCCN3C2c2ccccc2OC)cc1 (centres undefined)
    3	-8	2.1	0.8	0.5	0.1	-1	4	3	2.4	-0.9
> CC(=O)Nc1ccccc1C(=O)C(=O)Nc1ccc(C)c(C)c1
    0	-6	5.4	3.0	2.5	-0.8	-2	-1	1	11*	0.5
> COc1cccc(OC)c1C(=O)N[C@@H]1C(=O)N2[C@@H]1SC(C)(C)[C@@H]2C(=O)O
    -12	-6	0.6	0.7	-0.9	-0.8	0	-4	-7	-4.1	-0.7
> CCC(=O)N1N=C(c2ccc(C)cc2)CC1c1ccco1 (centres undefined)
    -1	-1	2.3	3.8	-0.2	-0.9	0	-10	-8	0.7	-1.8
> COc1ccc(OC)c(NC(=O)CC2SC(=NCc3ccccc3)NC2=O)c1 (centres undefined)
    2	2	-2.3	0.0	0.2	-0.7	-3	-3	-5	0.8	-1.6
> C#CCN(C[C@H]1[C@H](OC(=O)NCCCCCC)[C@H](OC(=O)NCCCCCC)CN(C(=O)OC(C)C)N1C(=O)OC(C)C)S(=O)(=O)c1ccc(C)cc1
    4	-7	.	.	-1.0	-1.1	0	-6	-2	0.3	-1.6
> CCOC(=O)[C@@H]1[C@H]2COc3cc(OC)ccc3[C@@H]2N2C(=O)N(c3ccc(OC)cc3)C(=O)[C@@]12C
    -1	6	1.0	-2.1	-0.1	-1.2	-3	-1	-1	-0.9	-1.0
> CC(=O)NC1(c2nnnn2CCOC(=O)Nc2ccc(Cl)cc2)CCCCC1
    1	-3	1.2	0.1	-0.7	-1.0	-5	-20	-2	-1.2	-0.3
> O=S(=O)(Nc1ccccc1Br)c1cccc2cccnc12
    1	-1	-1.8	-0.1	0.4	-1.4	-6	8	3	-2.4	-2.2
> COc1cccc(C2C3=C(N=C4SCC(=O)N42)c2ccccc2CC3)c1OC (centres undefined)
    -10	0	-0.2	-0.4	0.6	-1.2	-1	-1	-11	2.4	0.1
> CC(=O)c1sc(NC(=O)C2(F)C(F)(F)C(F)(F)C(F)(F)C(F)(F)C2(F)F)nc1C
    0	9	-12	-3.2	-2.8	-2.2	-3	-1	0	-8.7	-3.6
> CSCCC(NC(=O)c1occc1C)C(=O)O (centres undefined)
    6	-13	-1.0	1.3	0.5	-0.5	-5	8	4	-2.6	-2.2
> CN(Cc1ccc(Cl)cc1)C(=O)COC(=O)CSc1ccc([N+](=O)[O-])cc1
    -4	4	1.1	0.1	-1.4	-1.3	0	-10	-10	1.8	1.1
> COC(=O)C1(C)NC(c2cccc(C)c2)C2C(=O)N(c3ccc(F)cc3)C(=O)C21 (centres undefined)
    3	2	-1.4	2.7	0.9	-0.8	2	1	-2	-0.2	2.2
> COCCNC(=O)C(c1ccc(C)o1)N(C(=O)c1snc(C(N)=O)c1N)c1ccc(C)cc1 (centres undefined)
    -15	-28	0.4	1.8	0.3	-2.0	-10	-4	-22	1.1	-0.7
> CN1CC(=O)N(CC(=O)Nc2ccc(Br)cc2F)C1=O
    3	0	-1.4	0.5	-1.5	-1.1	-2	-1	4	0.1	-0.7
> CCC(=O)N(c1nnc(SCC(=O)Nc2ccccc2Cl)s1)C1CC1
    1	-8	-0.6	0.3	1.1	-1.2	-11	9	-5	2.4	0.4
> CCCCCCC1CC(=O)NC(=S)N1 (centres undefined)
    -1	-3	-2.0	1.3	-0.7	-1.7	3	2	-1	3.3	-1.1
> Cc1ccc2[nH]c(=O)c3cc(C(=O)N4CCN(C(=O)c5ccco5)CC4)sc3c2c1
    -91	-260	1.3	0.2	-0.9	-1.7	-61	-2	-107	3.4	-1.7
> c1ccc(CNc2nc(N3CCOCC3)nc(N3CCOCC3)n2)cc1
    5	3	1.4	-1.1	0.1	-0.8	-7	7	3	0.9	-1.4
> CC(=O)c1ccc(NC(=O)Cn2nc(C)c([N+](=O)[O-])c2C)cc1
    4	-2	-1.8	-0.2	-3.2	-1.2	-3	-5	-2	4.9	0.1
> CCC(=O)Nc1ccc2c(c1)Cc1cc(NC(=O)CC)ccc1-2
    2	-6	0.8	-1.3	0.0	-1.4	-1	1	-1	2.6	0.7
> COc1ccc(C2/C(=C(/O)c3ccc(C)cc3)C(=O)C(=O)N2c2ccccn2)cc1 (centres undefined)
    -4	-5	2.0	-0.5	-0.1	-1.2	-3	-5	-7	0.4	0.6
> Cc1ccc(NCc2nnc(SCc3ccc(C#N)cc3)n2Cc2ccco2)c(C)c1
    1	3	0.8	-0.7	-0.3	-1.1	0	-12	-3	-3.3	-2.2
> Cc1cc(Oc2ccc(C#N)cc2)nc(N2CCOCC2)n1
    0	0	2.5	-0.1	-0.5	-1.3	-5	1	1	-0.6	1.5
> Cc1cccc(N2C(=O)N3[C@H](c4ccc(F)cc4)[C@@H]4C(=O)N(C5CCCCC5)C(=O)[C@@H]4[C@]3(Cc3ccccc3)C2=O)c1
    3	5	5.5	0.9	1.2	0.0	1	-11	4	1.9	-0.5
> Cc1cc(C)nc(N(C#N)Cc2ccccc2)n1
    -3	-2	1.5	3.3	-0.6	-0.9	-4	-5	0	0.5	0.0
> O=C(c1n[nH]c2ccccc12)N1CCN(S(=O)(=O)c2ccc(Cl)cc2)CC1
    -1	-2	-0.1	-0.3	-0.8	-1.2	-9	7	-4	1.8	1.5
> CNC(=O)c1sc2nc(-c3ccc(OC)cc3)cn2c1C
    -3	5	5.1	1.0	5.7*	0.3	2	5	-11	16*	9.1*
> CC(C)(C)NC(=O)COC(=O)c1cc(Br)ccc1Cl
    3	0	2.1	0.4	0.4	-1.5	-1	-4	2	-1.7	-1.6
> Cc1cccc(S(=O)(=O)Nc2nc3ccccc3nc2Nc2ccc3c(c2)OCO3)c1
    -8	-6	-1.4	0.6	-0.7	-0.7	-1	-3	-10	-1.0	-3.2
> CN(C)CCCNC(=S)NCc1ccc(Cl)cc1
    2	2	-4.4	1.6	0.1	-1.1	0	12	6	-1.4	-1.0
> CCCCOc1ccc(Br)cc1CSC(=N)N
    10*	-3	-4.7	-3.3	-2.0	-2.4	-4	44*	-2	-7.2	-4.6
> N#Cc1ccc(NCC(=O)Nc2ccc3c(c2)OCCO3)cc1
    5	1	-0.5	0.2	-0.8	-2.1	0	-7	3	-0.6	0.8
> Cc1ccc(C(=O)N/N=C\c2ccc[nH]2)cc1[N+](=O)[O-]
    1	6	-1.6	-0.2	-0.2	-0.7	0	0	0	-1.4	-1.2
> O=C(COC(=O)c1ccc(Cl)c(S(=O)(=O)NCc2ccccc2)c1)NCC1CCCO1 (centres undefined)
    2	-1	-0.9	-0.8	-0.7	-1.0	1	2	4	-1.7	-0.2
> Cc1ccc(S(=O)(=O)NC[C@H]2O[C@@H](n3cnc4c(N)ncnc43)[C@H](O)[C@@H]2O)s1
    -1	-6	0.8	-1.5	-1.5	-0.8	0	8	1	1.2	-1.0
> N#CCCN(C(=O)COC(=O)C1CCN(S(=O)(=O)c2ccccc2C(F)(F)F)CC1)c1ccccc1
    2	-1	-1.5	0.2	0.1	-1.4	3	-6	-2	1.0	-1.4
> Cc1cccc(NC(=S)NCc2cccs2)c1
    1	9	1.0	-1.5	-0.8	-1.3	0	9	2	1.1	-2.2
> CC(C(=O)OCC(=O)c1cccc([N+](=O)[O-])c1)N1C(=O)C2C3CCC(C3)C2C1=O (centres undefined)
    0	-4	2.2	-1.3	0.1	-0.9	-1	1	0	1.1	-1.2
> O=C(Cn1cnc2sc(-c3ccccc3)cc2c1=O)N1CCOCC1
    -5	-2	2.0	-0.1	0.4	-1.0	1	6	-3	1.2	-1.1
> COc1ccc(/C=C(\NC(=O)c2ccccc2)C(=O)NCc2ccco2)cc1OC
    -2	2	0.8	4.0	-0.1	-0.8	0	2	-4	0.4	-1.9
> CCN(C(=O)c1ccc2c(c1)OCO2)C12CC3CC(CC(C3)C1)C2
    4	-10	0.2	-0.1	0.1	-1.3	-3	14	-6	1.1	1.1
> Cc1ccc(S(=O)(=O)N2CCCN(C)CC2)cc1
    4	7	1.1	0.8	0.1	-0.3	3	1	-1	1.0	-0.7
> COc1ccc(C(=O)N2CCN(S(=O)(=O)c3ccc(Br)cc3)CC2)cc1
    2	-6	-0.5	-0.4	-2.3	-1.3	-2	-10	-4	0.0	-1.2
> O=C(NCCCN1CCCC1=O)c1cc2ccccc2o1
    1	-6	1.8	0.4	2.7	0.6	3	2	-4	0.3	0.2
> Cc1ccc(NC(=S)N(CCCN(C)C)Cc2cc3cc4c(cc3[nH]c2=O)OCO4)cc1
    -22	-259	-1.5	1.2	0.5	-1.3	-86	-2	-31	-4.0	0.2
> Cc1csc(NC(=O)CCC(=O)N(CC(=O)NC2CCCC2)c2ccccc2)n1
    -3	5	3.5	-2.4	0.2	-1.3	0	-1	-2	-2.2	1.5
> COc1cc(C(=O)NCC(c2cccs2)N2CCOCC2)cc(Br)c1OCc1ccccc1 (centres undefined)
    -2	6	-3.0	-0.8	-0.9	-1.1	5	-20	-14	-2.9	-0.7
> CC(=O)Oc1ccccc1Cn1c(C)c(C(=O)NCc2ccccc2C(F)(F)F)sc1=O
    1	2	-1.8	.	-1.3	-1.2	3	-14	2	0.9	-1.8
> CCc1cc(C(=O)N2CCCC(CNC(=O)c3ccc(-c4ccccc4)cc3)C2)no1 (centres undefined)
    0	4	-1.9	-0.8	-0.3	-2.4	1	-11	-4	0.4	-2.7
> COCCN(CC(=O)Nc1cc(Cl)ccc1-n1cncn1)Cc1nc2ccccc2c(=O)[nH]1
    0	-11	-0.5	-0.1	-0.6	-1.2	-3	0	-3	-1.3	-0.5
> CC(=O)c1cccc(OCc2cc(C(=O)NCc3nc(C)c(C)s3)no2)c1
    -18	-16	4.8	-0.1	2.6	0.0	-8	-4	-31	6.8	5.1
> CCCc1[nH]n(-c2nc3ccccc3s2)c(=O)c1C=NCC1CCCO1 (centres undefined)
    4	-2	-2.9	-0.1	0.0	-0.8	-2	-8	1	2.8	-1.0
> Cc1ccc(NC(=O)/C=C\C(=O)NCC(=O)O)cc1
    0	-9	0.6	-0.5	-0.9	0.0	-4	0	-1	0.6	-1.2
> CN(Cc1ccccc1)C(=O)c1[nH]cnc1C(=O)Nc1nccs1
    -2	10	-0.8	0.2	-0.5	-1.3	-4	4	-3	0.9	0.4
> CC(=O)Nc1ccc(S(=O)(=O)NCCC(=O)NCc2ccco2)cc1
    1	-7	-1.3	2.2	-0.7	-0.4	-5	14	-3	3.2	-0.3
